# Assay outcomes: PubChem, several laboratories
# CTSL1 counter – counter-screen for PFM18AAP inhibitors: inhibitors of F. hepatica cathepsin L1; hit rate 0.49% among 300,000; inhibition, % at 5.96 µM; recombinant F. hepatica cathepsin L1, Z-Leu-Arg-MCA fluorescence;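 active = inhibition above the mean of all tested compounds plus 3 SD, set per screening campaign, cut at about 17% in these data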;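 also: 0% = plate median of test compound wells and 100% = 1 µM Z-Phe-Ala-diazomethylketone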
# PP1 counter – counter-screen for PP5 inhibitors: inhibitors of human PP1-alpha | P62136 | purified PP1alpha, OMFP fluorescence | inhibition, % at 6.7 µM | hit rate 0.9% among 320,000;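 active = inhibition above the mean inhibition of all tested compounds plus 3 SD, computed separately for each screening campaign, cut at about 15% in these data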
# Target sequence (P62136 whole entry, looked up): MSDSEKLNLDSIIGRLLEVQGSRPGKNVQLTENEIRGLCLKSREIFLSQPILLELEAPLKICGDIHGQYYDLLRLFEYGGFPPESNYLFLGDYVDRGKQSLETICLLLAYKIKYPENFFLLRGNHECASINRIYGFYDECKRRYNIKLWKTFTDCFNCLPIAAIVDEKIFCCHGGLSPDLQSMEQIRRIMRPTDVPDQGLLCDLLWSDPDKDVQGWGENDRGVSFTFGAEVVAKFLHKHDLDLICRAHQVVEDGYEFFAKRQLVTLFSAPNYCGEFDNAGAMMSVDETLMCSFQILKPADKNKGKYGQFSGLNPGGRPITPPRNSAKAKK
# PP5 inh – blocks human protein phosphatase 5 activity. AID 1987. inhibition, % at 6.7 µM. hit rate 0.18% among 320,000. purified PP5c, OMFP substrate fluorescence;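 active = inhibition above the campaign's mean inhibition across all tested compounds plus 3 SD, cut at about 9.5% in these data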;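 also: 0% = DMSO only and 100% = 100 µM cantharidin control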
# GASC-1 inh – inhibitors of human GASC-1 (JMJD2C) demethylase. Q9H3R0. GST-JMJD2C(1-420) H3K9me3 demethylation, DELFIA europium. inhibition, % at 2.35 µM. hit rate 0.069% among 330,000. AID 2099;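 active = more than half of a compound's replicate wells show inhibition beyond 50%, single wells judged on their own value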;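 also: signal counts dimethyl H3K9 product captured on neutravidin plate; 0% = median of DMSO wells and 100% = 0.3 times that DMSO median; strong numbers were not always called active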
# Target sequence (Q9H3R0 1-420 limits assumed): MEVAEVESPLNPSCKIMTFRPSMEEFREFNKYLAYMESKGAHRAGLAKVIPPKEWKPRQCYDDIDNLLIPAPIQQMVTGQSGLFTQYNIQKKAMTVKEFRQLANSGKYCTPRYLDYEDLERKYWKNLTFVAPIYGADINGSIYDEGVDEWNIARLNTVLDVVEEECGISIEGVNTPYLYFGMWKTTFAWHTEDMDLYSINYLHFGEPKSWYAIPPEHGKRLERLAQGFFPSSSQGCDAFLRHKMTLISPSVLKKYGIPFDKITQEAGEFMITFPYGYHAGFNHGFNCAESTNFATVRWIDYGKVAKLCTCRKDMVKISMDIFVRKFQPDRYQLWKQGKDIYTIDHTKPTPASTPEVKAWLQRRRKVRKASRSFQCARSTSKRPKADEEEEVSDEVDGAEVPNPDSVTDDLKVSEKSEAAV
# TPT1 inh – inhibitors of Candida albicans tRNA 2'-phosphotransferase TPT1; inhibition, % at 5 µM; recombinant caTPT1, FP RNA substrate dephosphorylation; hit rate 0.81% among 300,000;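 active = inhibition above the mean of all tested compounds plus 3 SD, set per screening campaign, cut at about 24% in these data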;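 also: plate controls were DMSO alone for no effect and ferristatin control at 100 nM for full effect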
# Efflux pump mplx – inhibitors of Candida antifungal efflux pumps expressed in yeast. AID 485275. hit rate 0.44% among 330,000. inhibition, % at 10 µM. S. cerevisiae Candida pump triplex, Nile Red efflux;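 active = plate passing quality check with inhibition over a set limit, or well fluorescence over plate mean plus 4 SD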;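 also: Nile Red retained in pooled yeast measured as flow cytometry median fluorescence; 0% = buffer negative control and 100% = Enniatin B positive control; higher means more Nile Red kept so more efflux inhibition; some compounds called inactive have numbers as strong as hits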
# core dimer inh – blocks dimerization of HCV core protein; inhibition, % at 5 µM; TR-FRET GST/Flag-core106 dimerization, 1536-well; AID 1899; hit rate 0.33% among 300,000;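 active = inhibition above the mean of all tested compounds plus 3 SD, set per screening campaign, cut at about 45% in these data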
#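 Assay system: Tagged HCV core106 pair (GST and Flag) | Buffer or medium: KF-containing HEPES buffer, pH 7.45, DTT, CHAPS, BSA | Also added: Eu donor and XL665 acceptor anti-tag antibodies | Dosing: One concentration, 5 µM, in 0.5% DMSO | Timing: 4 h at 22.5 °C | Technique: TR-FRET 671 and 617 nm emission | Repeats: Singlicate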
# LYPLA2 inh – LYPLA2 (human) inhibition in PME1 counter-screen | O95372 | recombinant LYPLA2, FP-Rh probe fluorescence polarization | inhibition, % at 5.9 µM | hit rate 0.38% among 320,000 | AID 2177;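 active = inhibition above the screen-wide mean plus 3 SD, limit set per campaign, cut at about 26% in these data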;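 also: 0% = LYPLA2 with DMSO and 100% = wells lacking LYPLA2 enzyme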
# Target sequence (O95372 whole entry, looked up): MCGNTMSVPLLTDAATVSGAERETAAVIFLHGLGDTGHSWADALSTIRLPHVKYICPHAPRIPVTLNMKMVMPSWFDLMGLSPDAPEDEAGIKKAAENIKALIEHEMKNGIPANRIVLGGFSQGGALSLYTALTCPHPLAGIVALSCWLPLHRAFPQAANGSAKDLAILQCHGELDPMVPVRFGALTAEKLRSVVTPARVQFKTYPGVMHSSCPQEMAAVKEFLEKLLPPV
# PREPL inhibitor – inhibits the human prolyl oligopeptidase-like enzyme; Q4J6C6; recombinant PREPL, fluorescence polarization activity-based probe; inhibition, % at 5.96 µM; hit rate 0.68% among 320,000; AID 2751; in the data active = inhibition above about 43%;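 also: 0% = enzyme with DMSO and 100% = wells lacking enzyme; many of its hits are not listed in these tables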
# Starred values were filed as active, the others as inactive; · = not tested or not shown. A portion of the library; rates above refer to the full screens.
SMILES,CTSL1 counter,PP1 counter,PP5 inh,GASC-1 inh,TPT1 inh,Efflux pump mplx,core dimer inh,LYPLA2 inh,PREPL inhibitor
O=C(CSc1nnc(-c2cccnc2)n1CCN1CCCCC1)Nc1cccc(Cl)c1,-1,-3,1.0,1,0,-0.1,-6,3,20
O=C(NCc1cccs1)C(Cc1ccccc1)NS(=O)(=O)c1cccs1 (stereo not given),1,0,2.7,3,20,-0.2,1,-2,-10
COc1ccc(-c2ccc(SC)nn2)cc1,4,0,-1.6,-3,-4,-0.3,-3,6,-8
COc1ccc(NC(=O)[C@H](C)NC(=O)C2CCN(S(=O)(=O)c3ccc(C)cc3)CC2)cc1,-3,-6,0.5,2,-2,-0.3,7,1,7
O=C(O)c1ccc(CS(=O)c2cccc(C(F)(F)F)c2)o1 (stereo not given),-2,-2,0.9,0,-3,0.0,-6,8,7
COc1ccc(NC(=O)Nc2nnc(-c3ccco3)s2)cc1,1,8,-2.0,0,-2,-0.1,3,0,2
COc1cccc(-n2c(C)nn(CCOc3ccccc3)c2=O)c1,-1,1,-2.5,-1,-2,-0.1,-4,3,6
Cc1ccc(NC(=O)CCC(=O)N/N=C/c2ccc([N+](=O)[O-])o2)cc1C,1,0,1.4,39,-1,0.1,-7,3,-1
O=C(NCC(=O)N(c1ccc(F)cc1)C(C(=O)NC1CCCC1)c1cccnc1)c1cccs1 (stereo not given),-1,3,0.0,-7,1,0.2,-3,-2,-1
CC(NC(=O)c1ccc2nc[nH]c2c1)c1ccccc1 (stereo not given),6,1,4.1,1,-2,-0.1,-5,2,6
Cc1ccc(S(=O)(=O)N/N=C\c2ccc(C)o2)cc1,-1,-1,2.3,2,2,-0.1,4,3,-4
O=C(O)C1CCN(Cc2cccnc2)CC1,2,1,3.7,37,-2,0.1,1,4,-1
COc1ccc(C(=O)Cn2c(=N)n(C)c3ccccc32)cc1,-4,-2,-1.0,-1,0,0.2,3,-1,0
CCOC(=O)C(=CNNc1ccsc1C(=O)OC)C(=O)OCC,3,-2,-1.0,-21,3,0.1,-2,-1,5
CCn1c(SCC(=O)Nc2ccc(C(C)=O)cc2)nc2ccccc21,-2,2,2.3,1,-1,0.0,6,1,3
Cc1cc(N2CCN(c3ncccn3)CC2)nc2c(C)cccc12,2,6,1.3,7,-3,-0.1,-9,1,1
COc1ccc(C(=O)N2CCN(C(=O)C3COc4ccccc4O3)CC2)cc1 (stereo not given),2,-3,-0.6,-14,-2,0.1,-3,0,17
CCN1CCCc2cc(CN(CCN3CCOCC3)C(=S)Nc3ccc(OC)cc3)ccc21,-3,1,-1.0,1,-3,-0.1,1,4,12
COc1cc(C(=O)n2nc(C)cc2C)ccc1O,-3,-3,-1.1,-6,-6,0.1,-4,-2,-2
Cc1ccccc1-n1c(C)cc(/C=N/NC(=O)c2ccncc2)c1C,5,0,-1.8,-6,0,0.2,0,5,4
CCOc1ccc(CCNS(=O)(=O)c2c(C)n[nH]c2C)cc1OCC,-2,-2,-0.8,-6,-2,0.0,-4,0,2
CCCN(CCC)C(=O)CSc1nc2n[nH]c(C)c2c(=N)n1-c1ccc(OC)cc1,6,6,1.7,3,1,0.4,10,-2,28
Cc1cc(C)nc(NC(N)=NCCc2c[nH]c3ccccc23)n1,-4,0,1.5,-15,-3,-0.1,-4,3,33
CCN1CC(O)=C(c2nc3ccccc3s2)C1=N,1,0,0.1,6,-6,-0.2,-9,2,12
Cc1ccc(S(=O)(=O)N(CC(=O)N(C(C)C)C(C)C)C(=O)N2CCN(C)CC2)cc1,-1,-1,1.0,0,3,-0.2,5,4,0
COc1ccc(OC)c(S(=O)(=O)Nc2ccc3c(c2)N(C(C)=O)CCC3)c1,0,-6,3.2,-42,-3,0.0,-10,6,14
O=C(NCCN1CCOCC1)c1cccc(S(=O)(=O)N2CCCCC2)c1,0,-4,2.7,1,0,0.8,2,0,-6
Cc1ccccc1NS(=O)(=O)c1ccc(F)cc1,-2,-3,4.0,-1,0,0.4,1,-4,-8
Cc1ccc(OCC(=O)Nc2ccc(F)cc2)cc1,1,-5,-0.1,-2,0,0.2,-1,-2,9
Cc1cccc(NC(=O)Cn2c(O)c(N=NC(=O)c3ccccc3O)c3ccccc32)c1,-4,35*,3.5,-1,-7,0.1,6,-12,-6
O=C(CSc1ccccc1)Nc1nnc(COc2ccc(Cl)cc2)s1,-1,2,2.5,6,2,0.1,21,-5,-3
NC1=NC(=O)/C(=C\c2ccc(O)c([N+](=O)[O-])c2)S1,5,-2,1.0,3,-1,0.1,-8,1,12
Cc1noc(C)c1S(=O)(=O)Nc1ccc(C(=O)N2CCCCC2)cc1,-5,-1,-0.3,-10,12,0.0,-5,-4,11
Cc1nc(NC(=O)CN(C)S(=O)(=O)c2ccc(Br)cc2)sc1C,-1,-4,1.3,5,-1,-0.1,-4,-3,-44
Fc1ccccc1OCCCN1CCOCC1,-3,-1,2.1,105,-3,0.1,-3,0,13
COc1cccc(NC(=O)CN2C(=O)COc3ccc(Cl)cc32)c1,5,-4,-0.4,-1,-2,-0.3,2,45*,-1
O=C(CSc1ccccc1)N1CCN(C(=O)c2ccco2)CC1,-3,2,0.1,2,-5,0.0,-6,10,3
Cc1ccc(S(=O)(=O)N2CCCN(C(C)c3nc4ccccc4c(=O)[nH]3)CC2)cc1 (stereo not given),·,-1,-2.4,13,·,0.1,·,15,0
Cc1ccc(S(=O)(=O)N2CCOC23CCN(C(=O)c2cc(Cl)ccc2Cl)CC3)cc1,4,-1,1.9,-7,-2,0.0,5,-1,7
O=C1/C(=C/C=C/c2ccco2)SC(=S)N1c1ccc(O)cc1,0,38*,-0.9,15,28*,0.2,74*,-14,10
COc1cccc(CN(C)C(=O)c2cccc(OC3CCN(C4CCCC4)CC3)c2)c1,-2,3,1.3,-5,-2,0.2,7,-3,5
CCC(c1nnc(SCC(=O)NC23CC4CC(CC(C4)C2)C3)o1)N(C)C (stereo not given),3,-4,1.9,-3,-7,-0.1,1,6,-2
CCn1cc(CNC(=O)/C=C/c2ccc([N+](=O)[O-])cc2)c(C)n1,7,-5,0.6,-12,-1,0.0,-3,2,12
CCN(CC(=O)NC(C)C)C(=O)C(CCSC)NC(=O)c1cccc(C)c1 (stereo not given),1,-1,0.2,3,1,-0.1,-6,8,1
COc1c(C)cc(C(=O)C2CCCN(C(=O)c3cc4nc(C)cc(C)n4n3)C2)cc1C (stereo not given),-1,-7,-0.7,1,2,0.2,5,8,-6
Cc1cc(C)cc(NC(=O)c2cccc(NC3=NC4CS(=O)(=O)CC4S3)c2)c1 (stereo not given),-2,-2,3.8,0,-1,0.0,0,0,4
CNC(=O)N(O)C1N(/N=C/c2ccccc2F)C(=S)SC1(C)C (stereo not given),7,-4,2.4,-5,-5,0.0,5,3,1
COc1c(S(=O)(=O)N2CCN(C(=O)c3ccco3)CC2)ccc(Cl)c1Cl,-1,-1,4.1,1,1,0.1,-1,5,1
O=C(NC1CCCCC1)NC1CC2CCC(C1)N2Cc1nnnn1Cc1ccc2c(c1)OCO2 (stereo not given),-1,-1,1.1,0,-4,0.0,-2,1,15
COC(=O)c1c(NC(=O)COC(=O)c2ccccc2O)sc2c1CCCCC2,-2,-6,2.5,18,4,0.3,0,1,10
COc1cc2c(cc1OC)C(SC)=NC(C)(C)C2,-2,-1,-0.2,5,1,0.1,-3,4,-8
Cc1ccc(NC(=O)Cc2nnc(SCC(=O)NC3CCCC3)n2C)cc1,-1,4,2.0,-17,-6,0.0,2,2,-8
CCC(CC)NC(=O)c1ccc2nc[nH]c2c1,0,-1,1.0,4,-2,0.1,-4,7,2
CCO[C@@H]1OC(C(=O)NC2CC2)=C[C@H](c2csc3ccccc23)[C@H]1CCCO,-1,2,0.6,7,-7,·,-2,-2,3
COc1ccc(Cl)cc1NC(=O)NCC1CCN(Cc2cc(C)ccc2C)CC1,2,-4,1.6,1,-1,0.1,-8,0,15
COc1ccc(Cc2nnc(NC(=O)C3CC(=O)N(c4ccc(OC)cc4)C3)s2)cc1 (stereo not given),2,1,0.2,12,4,0.9,21,-1,-4
CC(=O)c1cccc(NS(=O)(=O)c2csc(C(N)=O)c2)c1,-3,1,0.5,1,-2,0.0,-2,-3,-25
Cc1ccc2[nH]c3c(=O)[nH]ncc3c2c1,-1,-3,-1.1,3,0,0.0,-1,-4,-7
COc1ccc(OCCSc2nc3ccccc3n2CCC(=O)O)cc1,-1,-4,-1.7,2,-1,-0.1,-2,1,-3
CN1CCN(C(=S)c2ccc(Br)cc2)CC1,2,1,-1.1,-24,-1,0.0,-2,-1,0
CCN(CC)S(=O)(=O)c1ccc(N(C)C)c(NC(=O)C2CCCC2)c1,7,-3,4.4,-15,-1,-0.1,1,4,5
CC(C)NCC(=O)Nc1c2c(nc3ccccc13)CCC2,4,0,2.7,9,1,0.0,3,0,7
Clc1ccc(OCCCCN2CCCCC2)cc1,0,-1,0.0,14,0,0.1,-1,9,11

# Grouped by structure, those above containing an aryl thioether with sulfur outside any ring (nine)
SMILES,CTSL1 counter,PP1 counter,PP5 inh,GASC-1 inh,TPT1 inh,Efflux pump mplx,core dimer inh,LYPLA2 inh,PREPL inhibitor
O=C(CSc1nnc(-c2cccnc2)n1CCN1CCCCC1)Nc1cccc(Cl)c1,-1,-3,1.0,1,0,-0.1,-6,3,20
COc1ccc(-c2ccc(SC)nn2)cc1,4,0,-1.6,-3,-4,-0.3,-3,6,-8
CCn1c(SCC(=O)Nc2ccc(C(C)=O)cc2)nc2ccccc21,-2,2,2.3,1,-1,0.0,6,1,3
CCCN(CCC)C(=O)CSc1nc2n[nH]c(C)c2c(=N)n1-c1ccc(OC)cc1,6,6,1.7,3,1,0.4,10,-2,28
O=C(CSc1ccccc1)Nc1nnc(COc2ccc(Cl)cc2)s1,-1,2,2.5,6,2,0.1,21,-5,-3
O=C(CSc1ccccc1)N1CCN(C(=O)c2ccco2)CC1,-3,2,0.1,2,-5,0.0,-6,10,3
CCC(c1nnc(SCC(=O)NC23CC4CC(CC(C4)C2)C3)o1)N(C)C (stereo not given),3,-4,1.9,-3,-7,-0.1,1,6,-2
Cc1ccc(NC(=O)Cc2nnc(SCC(=O)NC3CCCC3)n2C)cc1,-1,4,2.0,-17,-6,0.0,2,2,-8
COc1ccc(OCCSc2nc3ccccc3n2CCC(=O)O)cc1,-1,-4,-1.7,2,-1,-0.1,-2,1,-3
